Screening data: PubChem, several laboratories
IL1B NFkB pot – enhancers of NFkB p65 translocation in HUVEC – imaging, IL-1B stimulus, high-content imaging, primary screen | HUVEC IL-1B NFkB p65 nuclear translocation imaging | activation, % at 2 µM | hit rate 0.3% among 94,000;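 active means activation above 40%, about the mean plus 3 SD, also judged a hit on visual image review; inconclusive means activation above 40% but not a hit on visual review; inactive means activation not above 40% and no visual hit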;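 further: percent activation is computed from the nuclear over cytoplasmic p65 intensity ratio; values of inactives mirror those of a sister screen read the other way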
IL1B NFkB inh – inhibitors of IL-1B driven NFkB p65 nuclear import, primary screen, imaging, HUVEC, IL-1B stimulus, high-content imaging; HUVEC IL-1B NFkB p65 nuclear translocation imaging; inhibition, % at 2 µM; hit rate 0.43% among 94,000; AID 796, 2007;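 active means inhibition above about 30% together with a positive call from visual inspection of the well image, limit read from the data; inconclusive means inhibition above a set limit but visual check negative; inactive means inhibition not above a set limit, visual check negative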;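 further: nuclear over cytoplasmic p65 intensity ratio measured by imaging; 0% = IL-1B stimulated DMSO wells and 100% = unstimulated DMSO wells; values of inactives mirror those of a sister screen read the other way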
Bcl-B displacement – displacers of TR3 peptide from Bcl-B, primary screen, selectivity assay for Bfl-1 inhibitor project, biochemical, fluorescence polarization | one-dose displacement, % at 20 µM; IC50 in µM for titrated hits | FP displacement of FITC-TR3 peptide from Bcl-B; higher % means a stronger effect | hit rate 0.11% among 96,000 | AID 748, 2007 | Bcl-2-like protein 10 (Homo sapiens);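 active means displacement above 50% at 20 µM plus a fluorescence interference ratio under 1.5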;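 further: plate controls were wells without compound for no effect and wells lacking Bcl-B protein for full effect; a part of the inactive calls stands beside numbers as strong as those of hits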
MRP resist rev – reversal of MRP1-mediated doxorubicin resistance, primary screen, H69AR cells, doxorubicin co-treatment. H69AR cells + 2 uM doxorubicin, CellTiter-Glo, 72 h. differential viability (reversal), % at 10 µM. hit rate 0.04% among 85,000;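 active means viability drop by adding the cancer drug above about 55%, with treated viability meeting a 40% cutoff, limit read from the data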;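 further: viability without doxorubicin minus viability with 2 µM doxorubicin for each compound; larger differential means the compound sensitizes cells more to doxorubicin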
PLAP inhibitors HTS – PLAP enzyme inhibitors, biochemical, luminescence, HTS (AID 690) | Alkaline phosphatase, placental type (Homo sapiens) | purified PLAP, luminescent substrate; higher % means a stronger effect | one-dose inhibition, % at 20 µM; IC50 in µM for titrated hits | hit rate 0.08% among 96,000; in the data active means a potency from the dose series; inactive means the rest, 99 in 100 with inhibition below about 30%; further: strong numbers were not always called active
MRP resist rev cytotoxicity – second read-out of MRP resist rev, no call of its own (marks repeat the call); viability, %; H69AR cells, CellTiter-Glo, 72 h; measured here: cytotoxicity without doxorubicin
MRP resist rev with doxorubicin – further read-out of MRP resist rev, marked with its call; viability, %; measured here: viability with 2 uM doxorubicin; active compounds read low
IL1B NFkB inh cell count 2 µM – also measured in IL1B NFkB inh; calls as there; cell count; measured here: cells passing quality filter;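 raw number of nuclei counted in each imaged well without normalization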
IL1B NFkB pot cell count 2 µM – further read-out of IL1B NFkB pot, marked with its call; cell count; measured here: cells passing quality filter
Numbers without * were called inactive; ? = inconclusive; . = no result given.

The opening four entries, ahead of the listing:
SMILES	IL1B NFkB pot	IL1B NFkB pot cell count 2 µM	IL1B NFkB inh	IL1B NFkB inh cell count 2 µM	Bcl-B displacement	MRP resist rev	MRP resist rev cytotoxicity	MRP resist rev with doxorubicin	PLAP inhibitors HTS
CCCCN1C2CCCC1CC(NC(=O)N(C(C)C)C(C)C)C2 (stereo not drawn)	9	122	-9	122	.	-23	71	94	.
Cc1nc(SCC(=O)c2cc3ccccc3oc2=O)c(C#N)c(C)c1C(=O)Nc1ccccc1	-13	181	13	181	-11%	.	.	.	19%
CCCC(C(=O)NCc1ccccc1)N(C(=O)Cn1nnc(-c2cccs2)n1)c1ccc2c(c1)OCCO2 (stereo not drawn)	7	132	-7	132	.	10	86	76	.
O=C1CCCc2c1[nH]c1ccc(CN3CCCCC3)cc21	35	181	-35	181	0%	4	85	80	18%

Results, previewed entries included:
SMILES	IL1B NFkB pot	IL1B NFkB pot cell count 2 µM	IL1B NFkB inh	IL1B NFkB inh cell count 2 µM	Bcl-B displacement	MRP resist rev	MRP resist rev cytotoxicity	MRP resist rev with doxorubicin	PLAP inhibitors HTS
CCCCN1C2CCCC1CC(NC(=O)N(C(C)C)C(C)C)C2 (stereo not drawn)	9	122	-9	122	.	-23	71	94	.
Cc1nc(SCC(=O)c2cc3ccccc3oc2=O)c(C#N)c(C)c1C(=O)Nc1ccccc1	-13	181	13	181	-11%	.	.	.	19%
CCCC(C(=O)NCc1ccccc1)N(C(=O)Cn1nnc(-c2cccs2)n1)c1ccc2c(c1)OCCO2 (stereo not drawn)	7	132	-7	132	.	10	86	76	.
O=C1CCCc2c1[nH]c1ccc(CN3CCCCC3)cc21	35	181	-35	181	0%	4	85	80	18%
Cn1c(SCC(=O)N2CCCCC2)nc2cccnc21	10	181	-10	181	5%	9	92	82	3%
Cc1ccc(Nc2cc(C)nn2-c2nc(C)cc(C)n2)cc1	23	158	-23	158	-9%	-7	14	20	-28%
O=C(Nc1ccc(Cl)cn1)c1ccc(-c2cc(Cl)ccc2Cl)o1	-6	153	-3	179	-2%	.	.	.	7%
C=CCn1c(=O)n(CCC#N)c(=O)n(CCC#N)c1=O	2	88	-2	88	-4%	-16	85	100	1%
Cn1c(=O)oc2cc(S(=O)(=O)N3CCCc4ccccc43)ccc21	-18	166	18	166	11%	-28	23	50	4%
CCCCOCCCNC(=O)c1ccc(OC)cc1	12	168	-12	168	-10%	4	90	86	-6%
CN(Cc1ccccc1)S(=O)(=O)c1ccc2c(c1)OCCO2	4	97	-4	97	7%	8	100	92	-9%
COC(=O)[C@H](CCSC)NC(=O)NC1CCN(Cc2ccccc2)CC1	-5	129	5	129	19%	5	87	83	-73%
C=C(C)Cn1c(CCCNC(=O)CCC)nc2ccccc21	.	.	.	.	-7%	5	86	81	-2%
O=C(NCC1CCCO1)C1CCCCN1S(=O)(=O)c1ccc(F)cc1 (stereo not drawn)	.	.	.	.	-8%	10	92	83	-7%
COC(=O)CSc1ccccc1C(=O)OC	-1	94	1	94	-7%	-2	94	96	-4%
Cc1ccc(C(=O)N2CCN(Cc3ccc4c(c3)OCO4)CC2)o1	15	178	-15	178	-15%	12	85	73	-4%
COc1cccc(C2/C(=C(/O)c3ccncc3)C(=O)C(=O)N2CCCN(C)C)c1 (stereo not drawn)	.	.	.	.	0%	-12	87	99	15%
Cc1ccc(-c2nnc(N(C)C(=O)c3ccccn3)s2)cn1	22	129	-22	129	-9%	.	.	.	3%
CC1(C)CCc2nc(SCc3ccccc3)c(C#N)cc2C1	?	.	-42	111	.	4	81	78	.
CCC(=O)N1CCCc2cc(S(=O)(=O)N3CCN(c4ccccc4F)CC3)ccc21	-1	166	1	166	-15%	0	77	77	-80%
Cn1c(=O)[nH]c(=O)c2c1nc(NCCCn1ccnc1)n2Cc1ccc(F)cc1	-4	163	4	163	-9%	-7	87	94	-50%
COc1cc(C)c(Cl)cc1S(=O)(=O)NCCCN1CCOCC1	-5	130	5	130	-8%	-21	59	80	-10%
O=S(=O)(c1ccc(F)cc1)n1ccc2cccnc21	9	130	-9	130	.	.	.	.	.
C=CCOC(=O)c1[nH]c2c(c1C)C(=O)CC(c1ccco1)C2 (stereo not drawn)	.	.	.	.	2%	-35	30	65	-7%
COc1ccc(-c2oc3ncn(CCN4CCOCC4)c(=N)c3c2-c2ccc(OC)cc2)cc1	-3	142	3	142	1%	-12	16	28	-48%
CCOc1ccc(S(=O)(=O)Nc2ccc(S(=O)(=O)N3CCOCC3)cc2)cc1	-5	147	5	147	-7%	-12	86	98	-52%
O=C(COc1ccccc1)Nc1ccccc1N1CCN(c2ccccc2)CC1	42*	132*	-42	132	2%	.	.	.	6%
Cc1nn(C)c(C)c1CN(C)C(=O)c1cc2nc(-c3ccco3)cc(C(F)(F)F)n2n1	8	96	-8	96	10%	-3	86	90	-30%
COc1ccc(-c2cc(N)n(S(=O)(=O)c3c(F)c(F)c(F)c(F)c3F)n2)cc1OC	5	115	-5	115	0%	-1	1	2	-10%
O=C(Nc1ccon1)c1cccc(C(F)(F)F)c1	.	.	.	.	-6%	7	103	96	6%
CCOC(=O)c1cc(-c2nnc(SCC(=O)Nc3ccc(F)cc3)o2)c(C)nc1C	.	.	.	.	-5%	4	87	83	6%
COC(=O)c1cc(NC(=O)CN2C(=O)CSC2=O)ccc1Cl	-13	168	13	168	-3%	7	95	87	-78%
COc1ccccc1N1CCN(C(=O)CSc2ccc3c(C)cc(C)nc3n2)CC1	6	160	-6	160	.	-7	85	91	.
COc1ccc(CCNC2CCN(C)CC2)cc1OC	35	183	-35	183	6%	-2	94	95	-25%
CCC1=NC(c2ccccc2)N(O)C1(C)C (stereo not drawn)	8	215	-8	215	5%	7	88	80	-4%
COc1ccc2c(c1)c(=O)oc1cc3oc(C)c(C)c3cc12	-5	149	5	149	28%	5	82	78	4%
CCOC(=O)NC(NC(=S)Nc1ccccc1[N+](=O)[O-])C(Cl)(Cl)Cl (stereo not drawn)	.	.	.	.	5%	5	101	96	10%
CSCCC1NC(=O)N(CC(=O)Nc2ccc(N3CCCCC3)cc2)C1=O (stereo not drawn)	-3	182	3	182	16%	5	94	89	1%
CCc1ccccc1NC1=NCC(=O)N1C1CCCCC1	.	.	.	.	3%	33	99	67	-21%
COc1ccc(CSc2nnnn2C)cc1[N+](=O)[O-]	-1	87	1	87	-4%	.	.	.	4%

For convenience, 4 of the compounds above.
SMILES	IL1B NFkB pot	IL1B NFkB pot cell count 2 µM	IL1B NFkB inh	IL1B NFkB inh cell count 2 µM	Bcl-B displacement	MRP resist rev	MRP resist rev cytotoxicity	MRP resist rev with doxorubicin	PLAP inhibitors HTS
CCCCN1C2CCCC1CC(NC(=O)N(C(C)C)C(C)C)C2 (stereo not drawn)	9	122	-9	122	.	-23	71	94	.
Cc1nc(SCC(=O)c2cc3ccccc3oc2=O)c(C#N)c(C)c1C(=O)Nc1ccccc1	-13	181	13	181	-11%	.	.	.	19%
CCCC(C(=O)NCc1ccccc1)N(C(=O)Cn1nnc(-c2cccs2)n1)c1ccc2c(c1)OCCO2 (stereo not drawn)	7	132	-7	132	.	10	86	76	.
O=C1CCCc2c1[nH]c1ccc(CN3CCCCC3)cc21	35	181	-35	181	0%	4	85	80	18%

Full records as entered above. Order of screens: IL1B NFkB pot | IL1B NFkB pot cell count 2 µM | IL1B NFkB inh | IL1B NFkB inh cell count 2 µM | Bcl-B displacement | MRP resist rev | MRP resist rev cytotoxicity | MRP resist rev with doxorubicin | PLAP inhibitors HTS
CCOc1ccc(S(=O)(=O)Nc2ccc(S(=O)(=O)N3CCOCC3)cc2)cc1 as listed: -5 | 147 | 5 | 147 | -7% | -12 | 86 | 98 | -52%
O=C(Nc1ccon1)c1cccc(C(F)(F)F)c1 as listed: . | . | . | . | -6% | 7 | 103 | 96 | 6%

Going on with the list.
SMILES	IL1B NFkB pot	IL1B NFkB pot cell count 2 µM	IL1B NFkB inh	IL1B NFkB inh cell count 2 µM	Bcl-B displacement	MRP resist rev	MRP resist rev cytotoxicity	MRP resist rev with doxorubicin	PLAP inhibitors HTS
Cc1cc(=O)oc2ccc(OCC(=O)NCc3ccco3)cc12	20	215	-20	215	-6%	27	98	71	-4%
O=C(NC(=S)Nc1ccc(N2CCCCC2)c(Cl)c1)c1ccc2c(c1)OCCO2	.	.	.	.	2%	.	.	.	-5%
Nc1c(C(=O)Nc2ccccc2)sc2nc(-c3ccco3)ccc12	0	90	0	90	-11%	-17	65	82	-35%
C=CCN1CCN(C(c2ccc(Cl)cc2)c2nnnn2CCc2ccc(OC)c(OC)c2)CC1 (stereo not drawn)	11	122	-11	122	0%	21	96	75	-51%
CCC(=O)Nc1c(C)ccc2nsnc12	.	.	.	.	7%	3	89	86	19%
N#CC1=C(N)Oc2n[nH]c(-c3ccccc3)c2C1c1cccc(OC(=O)N2CCOCC2)c1 (stereo not drawn)	-10	102	10	102	5%	14	91	78	-53%
Cc1noc(/C=C/N(C)C)c1S(=O)(=O)N1CCCC(C(=O)N2CCCCC2)C1 (stereo not drawn)	-16	56	16	56	1%	9	109	100	-20%
O=C(CCn1nnc2ccccc21)Nc1nnc(COc2ccc(F)cc2)s1	-9	86	9	86	0%	-7	97	104	-20%
Clc1ccccc1CSc1nnc(-c2ccco2)c(-c2ccco2)n1	-2	106	2	106	47%	.	.	.	-23%
CCSC1=C(C#N)C(c2cccc(OC)c2)CC(=O)N1 (stereo not drawn)	-2	128	2	128	-16%	-23	54	77	14%
CC1Cc2ccccc2N1S(=O)(=O)c1cccc(C(=O)NC2CC2)c1 (stereo not drawn)	.	.	.	.	-4%	-2	73	75	-7%
CN(C)CCCNC(=O)c1ccccn1	23	189	-23	189	2%	2	91	89	10%
C#CCNc1nc(CC)nc2c1nnn2Cc1ccccc1F	9	95	-9	95	-12%	-6	79	85	14%
CN(C)C(=O)c1cc(S(=O)(=O)N(C)C)c(Cl)cc1N1CCCC1	-2	116	2	116	-9%	23	111	87	-38%
c1ccc2c(c1)nc1sccn12	.	.	.	.	9%	4	105	100	20%
O=C(Nc1ccc2c(c1)nc1n2CCSC1)c1ccccc1	13	143	-13	143	-21%	27	65	38	-13%
Cc1ccc2cc(CN(Cc3ccco3)C(=O)NC3CCCCC3)c(=O)[nH]c2c1C	14	95	-14	95	.	7	84	77	.
Oc1ccc(/C=N/Nc2cccc3cccnc23)c(O)c1	2	131	-2	131	-5%	.	.	.	-77%
CCOC(=O)C1CCN(C(=O)COC(=O)COc2ccccc2OC)CC1	3	183	-3	183	-4%	30	89	60	-34%
O=c1cc(CSc2nnc(-c3ccccc3)o2)c2ccccc2[nH]1	11	54	-11	54	.	.	.	.	.
N#Cc1cccc(CSc2nnc(CCCO)n2-c2ccccc2)c1	0	101	0	101	-5%	1	76	75	6%
CCOc1ncccc1C(=O)Oc1ccc2c(c1)OCO2	-6	102	6	102	-4%	-9	88	97	18%
Cc1cc(-c2ccccc2N)n[nH]1	-17	156	17	156	0%	5	99	94	5%
CC(C)(C)N(C(=O)Cn1nnc(-c2ccc(F)cc2)n1)C(C(=O)NC1CCCC1)c1ccncc1 (stereo not drawn)	5	136	-5	136	.	10	94	84	.
Cc1cc(=O)oc2cc(OCC(=O)NCCc3nc4ccccc4[nH]3)ccc12	4	206	-4	206	-8%	.	.	.	-61%
COC(=O)c1cn(Nc2ncc(C(F)(F)F)cc2Cl)c(=O)c2ccccc12	0	179	0	179	14%	3	89	86	13%
COC(=O)c1[nH]c2cc(OC)ccc2c1NC(=O)CCN1CCN(c2ccccc2)CC1	-15	145	15	145	2%	0	90	90	-61%
O=c1cc(CSc2ccccn2)[nH]c(=O)[nH]1	9	167	-9	167	-1%	-13	101	114	-6%
CC(=O)Nc1sc2c(c1C(N)=O)CCCC2	-5	174	5	174	-11%	10	101	92	2%

Not all compounds are listed, so the mix of outcomes need not match the whole.
